Screening results (PubChem)
NALP1 yeast inh: inhibitors of NALP1 inflammasome in yeast; S. cerevisiae NALP1/ASC/caspase-1 growth, X-gal OD620, 72 h; inhibition, % at 10 µM; 280,000 compounds, 0.61% hits; AID 2071; in the data active = inhibition mostly above about 24%, no sharp cut-off; inactive = mostly below about 32%; note: some compounds called inactive have numbers as strong as hits
MEKK2 WT-MEK5: raises or lowers MEK5 binding to wildtype human MEKK2 PB1 domain. 290,000 compounds, 1.1% hits. Q9Y2U5. bead flow cytometry, Alexa488-MEK5 binding to MEKK2 WT; actives lie on both sides. binding response (% of control), % at 10 µM; in the data active = binding response below about 67% or above about 130%
IMP-1 inh: blocks Pseudomonas aeruginosa IMP-1 metallo-beta-lactamase; purified IMP-1, nitrocefin hydrolysis, epi-absorbance fluorescence; inhibition, % at 5.6 µM; 290,000 compounds, 0.45% hits; AID 1556;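 active = inhibition above the mean plus 3 SD of all compounds in the same screening run, cut at about 4.5% in these data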;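 note: 0% = IMP-1 with DMSO and 100% = DMSO wells lacking enzyme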
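System: purified recombinant IMP-1 beta-lactamase. Medium: Zinc- and detergent-supplemented HEPES buffer, pH 7.1. Compound: one 5.6 µM dose […]. Schedule: 15 min preincubation plus 25 min reaction at 25 °C. Technique: Epi-absorbance fluorescence, 480 nm excitation, 530 nm emission.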
PfM18AAP inh: PfM18AAP enzyme inhibition | recombinant PfM18AAP, H-Glu-NHMec fluorogenic cleavage | 290,000 compounds, 1.2% hits | AID 1822 | inhibition, % at 7.35 µM;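 active = inhibition above the campaign mean inhibition over all tested compounds plus 3 SD, cut at about 28% in these data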;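 note: 0% = plate median of test compound wells and 100% = 2 mM ZnCl2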
HCV NS3 hel inh: inhibitors of Hepatitis C virus NS3 helicase; NS3 helicase DNA unwinding, Cy5 molecular beacon fluorescence; inhibition, % at 10.9 µM; 290,000 compounds, 0.56% hits; AID 1800;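 active = inhibition above the mean of all tested compounds plus 3 SD, set per campaign, cut at about 35% in these data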;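 note: 0% = DMSO wells and 100% = thioflavine S control wells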
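Assay system: hepatitis C virus NS3 helicase domain fragment enzyme. Also added: annealed dual-labelled DNA beacon duplex, ATP-started. Timing: 1 h reaction at 25 °C, ATP-initiated. Technique: Cy5 fluorescence at 0 and 60 min, beacon hairpin quenching. Evaluation: % inhibition of unwinding. Replication: one well per compound.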
VIM-2 inhibitor: inhibitors of Pseudomonas aeruginosa VIM-2 metallo-beta-lactamase; inhibition, % at 5.6 µM; 290,000 compounds, 0.89% hits; purified VIM-2, nitrocefin hydrolysis, epi-absorbance fluorescence;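 active = inhibition above the mean of all tested compounds plus 3 SD, cutoff set per screening run, cut at about 7.5% in these data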;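 note: red hydrolysis product quenches plate fluorescence so inhibitors raise well fluorescence; 0% = enzyme with DMSO and 100% = DMSO without enzyme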
UBC9 SUMO inh: SUMOylation inhibition; P63279; HTRF SUMOylation assay, SAE1/SAE2 + UBC9, in vitro; inhibition, % at 35 µM; 290,000 compounds, 0.36% hits; AID 2006; in the data active = inhibition above about 50%, passing the limit was not always enough; note: strong numbers were not always called active
Target sequence (P63279 whole entry, looked up): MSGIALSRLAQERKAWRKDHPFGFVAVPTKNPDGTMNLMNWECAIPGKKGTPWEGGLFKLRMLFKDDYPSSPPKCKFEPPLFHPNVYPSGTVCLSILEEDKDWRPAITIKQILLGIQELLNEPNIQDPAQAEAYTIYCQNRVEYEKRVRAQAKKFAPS
FID counter: displaces DNA intercalator in HCV helicase counter-screen. DNA fluorescent intercalator displacement, fluorescence. AID 1845. 290,000 compounds, 0.17% hits. inhibition, % at 7.9 µM; in the data active = inhibition above about 37%;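 note: 0% = vehicle and 100% = reference compound; higher means more ethidium bromide displaced from hairpin DNA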
MEKK2 mut-MEK5: signal of MEK5 binding to mutant human MEKK2 PB1 domain; AID 1530; bead flow cytometry, Alexa488-MEK5 binding to MEKK2 mutant; percent response, % at 10 µM; 290,000 compounds, 0.35% hits; in the data active = percent response above about 24%, passing the limit was not always enough; note: inactives centre near 1; some results filed as inactive read as strong as hits; reference of the scale not given here
The depositor's hits bear a star; / = no result given.

Each structure is followed by: MEKK2 mut-MEK5	IMP-1 inh	VIM-2 inhibitor	NALP1 yeast inh	MEKK2 WT-MEK5	UBC9 SUMO inh	HCV NS3 hel inh	FID counter	PfM18AAP inh
> Cc1ccc(NC(=O)CSc2ccccc2NC(=O)c2ccccc2Cl)cc1Cl
→ 5	-3.5	-5.4	22	119	6	-3	-6	1
> Cc1ccc(S(=O)(=O)c2nc(N3CCOCC3)sc2Cl)cc1
→ 7	-3.2	-1.4	-17	119	-4	7	-16	3
> CNc1oc(-c2ccc(F)cc2)nc1S(=O)(=O)c1ccccc1
→ 3	-4.2	-2.2	10	100	8	11	-26	6
> COc1ccc(CC(=O)N/N=C/c2cc([N+](=O)[O-])cc(Br)c2O)cc1
→ 11	0.6	-3.6	11	106	6	20	-17	13
> CC(C)n1cc(/C=N/NC(=O)COc2cccc3cccnc23)c2ccccc21
→ -1	0.7	2.0	12	90	14	-14	-13	4
> Cc1ccc(C(=O)OCC(=O)NCC(F)(F)F)cc1C
→ -2	-1.5	-1.4	15	100	3	2	-3	-1
> COC(=O)Nc1ccc(S(=O)(=O)N2CCCCC2)cc1
→ 0	-0.6	-2.5	-23	100	-6	2	-1	-5
> Cc1cc(C)c(C(=O)Cn2nc(C)c([N+](=O)[O-])c2C)cc1C
→ -1	-2.5	-4.9	-2	97	-5	-2	4	0
> Cc1cc(C(=O)NNC(=O)c2c(-c3c(Cl)cccc3Cl)noc2C)no1
→ 5	-3.0	-2.5	-57	102	-8	8	-11	7
> COCCNC(=O)c1ccc(CS(=O)(=O)c2cccc(C(F)(F)F)c2)o1
→ 4	-3.4	-2.4	12	103	0	8	-4	-6
> COc1cc2cc(CN(CCCN3CCOCC3)C(=O)Nc3ccccc3F)c(=O)[nH]c2cc1OC
→ -7	-2.4	3.5	-4	100	7	2	-11	-4
> Cc1ccc(OCC(=O)Nc2ccc(N3CCN(C(=O)c4ccco4)CC3)cc2)cc1
→ 1	-1.4	-2.0	-10	98	4	-2	-33	2
> O=C(C/C=N/OCc1ccc(Cl)cc1Cl)c1ccc(Cl)cc1
→ -9	0.5	1.2	15	84	-6	7	-2	-7
> O=C(Nc1cccc(C(=O)Nc2cccc(Br)c2)c1)c1ccccc1
→ 6	-1.6	-1.4	-18	117	6	-4	-6	-4
> COc1ccccc1OCCNC(=O)CCNC(=O)c1ccccc1Cl
→ 4	-6.7	-4.5	-4	94	-5	9	-11	-3
> c1ccc(Oc2ccc(-c3ccn[nH]3)cc2)cc1
→ -7	-0.6	-2.2	13	93	12	-17	-7	4
> O=C(ON=C1CCN(c2ccc([N+](=O)[O-])cc2)CC1)c1ccccc1
→ /	0.0	-2.1	-20	/	-17	-8	-9	3
> CN(C)N1C(N)=C(C#N)C(c2cccc3ccccc23)C2=C1CC(c1ccccc1)CC2=O (centres undefined)
→ -2	-1.8	-3.4	16	97	25	-4	-16	5
> COc1cccc(OCCOc2cccc(/C=N/n3cnnc3)c2)c1
→ -1	-2.9	-3.2	41	100	8	-3	-18	-2
> CCOC(=O)c1cc(C(=O)n2cc(Cl)cn2)nn1C
→ 0	-1.3	-4.6	8	102	-1	-3	2	2
> CCOC(=O)C1CCN(C(=O)Cc2ccccc2OC)CC1
→ -14	-1.8	0.3	4	85	6	-2	-12	-11
> O=C(NN=C(Cc1ccccc1)Cc1ccccc1)c1ccccc1F
→ -2	-3.0	-3.0	-2	96	19	-2	-3	0
> CCCOc1cccc(-c2cc(C(=O)N/N=C/c3ccccn3)c3ccccc3n2)c1
→ 2	-5.4	-7.1	-4	97	-62	-21	-22	-7
> Cc1oc(/C=N/NC(=O)CN(c2ccccc2Cl)S(C)(=O)=O)cc1Br
→ 2	-4.3	-0.6	29	105	4	-3	-18	4
> COc1ccc(-n2nc(C(=O)NCC(=O)O)c3ccccc3c2=O)cc1
→ 0	-2.6	-2.2	-13	100	0	-1	-2	-1
> Cc1cc(CSc2ccccc2)ccc1NC(=O)c1ccc(Br)cc1
→ 0	-3.1	-2.8	8	106	7	-7	1	5
> Cc1nnc(SCC(=O)Nc2ccc(Br)cc2)n(N)c1=O
→ -2	-1.4	-0.7	1	99	0	-2	-2	-1
> O=C(COc1ccc2ccccc2c1)Nc1nc2ccccc2[nH]1
→ 1	-3.5	-6.9	3	103	9	-9	-3	3
> O=C(CN1C2=NCCCN2c2ccccc21)c1cccs1
→ 6	-4.1	-0.7	-3	104	-4	7	5	3
> COc1cccc2cc(C(=O)N3CCN(C(=O)c4ccccc4)CC3)c(=O)oc12
→ -4	-3.6	-2.4	-8	95	-11	6	-7	-10

Next part, overlapping the part above by 3 compounds.
Each structure is followed by: MEKK2 mut-MEK5	IMP-1 inh	VIM-2 inhibitor	NALP1 yeast inh	MEKK2 WT-MEK5	UBC9 SUMO inh	HCV NS3 hel inh	FID counter	PfM18AAP inh
> O=C(COc1ccc2ccccc2c1)Nc1nc2ccccc2[nH]1
→ 1	-3.5	-6.9	3	103	9	-9	-3	3
> O=C(CN1C2=NCCCN2c2ccccc21)c1cccs1
→ 6	-4.1	-0.7	-3	104	-4	7	5	3
> COc1cccc2cc(C(=O)N3CCN(C(=O)c4ccccc4)CC3)c(=O)oc12
→ -4	-3.6	-2.4	-8	95	-11	6	-7	-10
> COc1ccc(-c2nc3c4ccccc4ccn3c2CN2CCCCC2)cc1OC
→ 1	-4.2	-4.3	/	104	7	-1	-4	1
> Nc1ccc(-c2ccc(N)cc2C(F)(F)F)c(C(F)(F)F)c1
→ 8	-2.6	-2.7	-5	106	6	2	4	3
> CC(C)OC(=O)c1nnn(-c2nonc2N)c1CN1CCCCCC1
→ -1	-1.0	-3.7	31	96	0	-1	-10	-6
> NCCCC[C@H]1CNC(=S)N1CC1(c2ccccc2)CC1
→ 5	/	/	7	87	-26	/	/	/
> CC1(C)CC(NC(=O)Cc2ccc(Cl)cc2)CC(C)(C)N1
→ 2	0.2	0.8	11	112	-2	-3	1	-3
> COc1ccc(NC(=O)C2(c3ccccc3)CCCC2)cc1
→ -2	-0.2	-1.6	1	92	19	0	1	3
> Cc1cc(C(=O)NC2CCCc3ccccc32)no1 (centres undefined)
→ 8	-3.1	-3.8	7	110	8	-1	-11	3
> C=CCn1c(SCC(=O)Nc2ccc(Cl)cn2)nnc1C1CC1
→ 4	-3.0	-1.5	4	104	2	-2	-16	1
> COc1ccccc1N(C(=O)Cn1nnc2ccccc21)C(C(=O)NCc1ccco1)c1ccc(C)o1 (centres undefined)
→ 1	-3.4	-3.4	7	97	32	-3	-29	-5
> CO/N=C/c1ccc(N2CCN(C(=O)c3cccc(Cl)c3)CC2)c([N+](=O)[O-])c1
→ -8	-0.6	-0.2	18	94	-30	4	0	-4
> COc1cc(NC(=O)C2CC(c3c(F)cccc3Cl)=NO2)c(OC)cc1Cl (centres undefined)
→ 1	-0.6	0.1	15	105	26	-12	-25	-4
> CC[n+]1oc(-c2ccccc2)cc1C
→ -2	-3.0	-3.5	-31	100	14	9	-1	-6
> COc1ccc(C/C(C)=N/NC(=S)Nc2ccccc2)cc1
→ -2	-2.0	2.3	12	98	7	0	-2	17
> COC(=O)c1cc(=O)n(CCc2ccccc2)c(=Nc2ccc(F)cc2)s1
→ 3	-2.6	-4.6	35	101	-1	21	-6	-1
> CCOC(=O)C(C)c1nc2ccccc2[nH]c1=O (centres undefined)
→ 0	-2.4	-0.9	14	101	12	-2	-10	-2
> COc1ccccc1-c1nnc(NC(=O)c2ccccc2F)o1
→ 18	-4.6	-2.2	-16	108	15	1	-9	-10
> c1ccn2cc(-c3ccc4c(c3)OCCO4)nc2c1
→ -12	-2.1	-2.6	21	94	3	5	-2	-6
> CCCCN1C(=O)C2ON(c3ccccc3C)C(c3ccco3)C2C1=O (centres undefined)
→ 5	-4.2	-0.2	3	100	-14	-6	-23	-15
> O/N=C(/CCc1ccccc1)C1(O)CCCCC1
→ -2	-3.6	-1.1	11	101	4	-6	-6	-5
> COc1ccc(C2=NOC(C(=O)Nc3ccc4c(c3)OCCO4)C2)cc1OC (centres undefined)
→ -6	-3.4	-3.3	15	89	4	-5	-21	1
> CC(C)Cn1c(=S)[nH]c2cc(Cl)ccc21
→ 5	-2.1	-4.5	1	111	26	-1	-10	5
> Cc1cc(Cl)ccc1OC(C)C(=O)NC(C)C1CCCO1 (centres undefined)
→ 3	-3.0	-1.7	6	108	-5	-4	-17	2
> CN1C(=O)C(C)(C)c2cc(S(=O)(=O)N3CCCC(C(=O)NCc4ccc(F)cc4)C3)ccc21 (centres undefined)
→ -5	0.7	3.3	25	95	5	4	-60	5
> CCS(=O)(=O)N1Cc2ccccc2CC1C(=O)Nc1ccc(OC)c(OC)c1 (centres undefined)
→ 6	-2.3	-0.7	8	106	0	1	-20	-3
> CCNC(=O)CN(c1ccccc1)S(=O)(=O)c1ccc(Cl)cc1
→ 8	-2.9	-1.5	6	108	4	-3	-8	3
> Cc1cccn2c(=O)c3cc(C(=O)NC(C)c4ccccc4)c(=N)n(CCCn4ccnc4)c3nc12 (centres undefined)
→ 19	-1.0	4.2	16	109	26	-42	13	-9
> CC(=O)N1CCN(C(=O)c2cc(=O)c3ccccc3o2)CC1
→ -1	-3.7	-2.7	11	102	7	6	2	0
> COc1ccc(OCc2cc(C(=O)NC3Cc4ccccc4C3)no2)c(Cl)c1
→ 1	-3.8	-0.9	12	96	3	-4	-11	-4
> CCC(C)N(C(=O)c1csnn1)C(C(=O)NC(C)(C)C)c1ccccc1 (centres undefined)
→ 4	-2.2	-0.5	-22	104	-3	3	-12	-7
> COC(=O)c1cc(Br)c(=O)n(CCc2ccccc2)c1
→ 4	-2.1	-2.9	-5	100	2	-5	-5	6
> COC(=O)c1ccccc1NC(=O)c1cc2ncc(Br)cn2n1
→ -6	-3.2	-2.0	26	95	18	3	4	3
> CCn1c(CNC(=O)c2cccc(C)c2)nnc1SCC(=O)NC1CCCCC1C (centres undefined)
→ 8	-1.6	-2.9	5	110	12	65*	-30	1
> Cc1cc(C(=O)NC2CC(C)(C)Cc3c2cnn3-c2ccccc2C)c(C)o1 (centres undefined)
→ -4	1.6	0.7	27	98	-1	26	-34	5
> CC(C)c1ccc(NC(=O)[C@@H]2CCC(=O)N2C2OC(=O)c3ccccc32)cc1 (some centres undefined)
→ 2	-6.3	-4.1	-6	99	6	-4	-19	-7
> Cc1nc2ccccc2nc1N1CCCCC1
→ 4	-3.3	-1.2	-5	101	-5	3	-2	-3
> COc1cccc(/C=N/NC(=O)C(=O)NCc2cccnc2)c1
→ -1	-2.8	-4.5	14	104	21	1	-1	-3
> Cc1cccc(NC(=O)CN(C)S(=O)(=O)c2ccc3c(c2)n(C)c(=O)c(=O)n3C)c1C
→ 1	-2.2	-6.0	21	99	-3	-5	-18	6
> Cc1cccc(C(=O)N2CCCCCC2)c1
→ 0	-1.0	-2.5	14	103	6	4	-6	-14
> CCCC(=O)Nc1nc(-c2ccccc2)ns1
→ -2	-3.7	-1.7	39	100	-4	-5	-7	0
> COc1cc(CN2CCNC(=O)C2CC(=O)NCc2csc(C(C)C)n2)cc(OC)c1 (centres undefined)
→ -8	-2.4	-3.5	6	91	14	-9	-10	2
